# Epigenetic reg = derepresses silenced GFP reporter in murine cells | murine LDR cells, GFP reporter derepression, 30 h | Potency, µM (top dose mostly 53.9 µM), for the others: at the highest dose GFP activation, hits mostly activators | 280,000 compounds, 0.2% hits; active means well fitted activation curve with a large enough effect; inconclusive means small, poorly fitted or top-dose-only effect; further: % of control where 0% means no effect; nearly all actives have a fitted effect of over 60% in size
#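 Derepression of a silenced CMV-GFP reporter in murine LDR cells is scored by enumerating GFP-positive cells with a laser-scanning microplate cytometer after 30 hours of treatment at 37 C.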
# Starred values were filed as active, the others as inactive; ? = inconclusive. Potency means the concentration at half of the fitted maximal effect.
no.	structure	Epigenetic reg
1	COc1cccc(-c2cc(C(=O)Nc3ccc(C)cc3)[nH]n2)c1	-1.6%
2	Cc1noc2ncnc(N3CCCC(C(=O)NCCC(C)C)C3)c12 (centres undefined)	0.0%
3	CCOC(=O)c1cccc(NC(=O)CCCn2c(C)c3cnn(-c4ccccc4)c(=O)c3c2C)c1	-1.6%
4	COc1ccccc1NC(=O)N1CC(=O)Nc2sc3c(c2C1c1ccccc1)CCCC3 (centres undefined)	-2.4%
5	O=c1cc(-c2ccccc2)c2ccc3c(c2o1)CN(Cc1ccccc1)CO3	0.0%
6	CCOC(=O)c1ccccc1NC(=O)N(Cc1ccc(C)cc1)Cc1cccn1-c1nnc(N2CCCC2=O)s1	0.0%
7	COc1cc(NC(=O)C2CCN(c3cnccn3)CC2)cc(OC)c1	-1.0%
8	Cc1ccc(C)c(Nc2cc(C(=O)NC3CCCCC3)c3ccccc3n2)c1	1.6%
9	Cc1ccc(S(=O)(=O)c2nc(-c3ccccc3F)oc2NCc2ccccc2)cc1	-1.6%
10	O=C(NCCSc1c(-c2ccc(Cl)cc2)[nH]c2ccccc12)c1ccc(S(=O)(=O)N2CCOCC2)cc1	18%
11	O=C(OCc1cc(=O)n2c3c(sc2n1)CCCC3)c1cccc(NC(=O)c2ccccc2F)c1	0.4%
12	CCOc1cc(Cn2c(-c3ccc(O)c(OCC)c3)nc3ccccc32)ccc1O	7.8%
13	COc1ccc(-c2c(C)nn3c4c(cnc23)C(=O)CC(c2ccc(C)cc2)C4)cc1 (centres undefined)	-1.1%
14	Cc1ccc(C)c(N2CCN(c3c(CN4CCCC4)c(=O)oc4ccccc34)CC2)c1	0.1%
15	COc1ccc(N2CCN(C(=O)CCc3c(C)nc4cc(-c5ccc(OC)cc5OC)nn4c3C)CC2)cc1	0.0%
16	C=CCc1ccccc1OCc1nc2ccccc2n1CC	0.0%
17	CCOCCCn1c(=N)c(C(=O)NC2CCCCC2)cc2c(=O)n3ccccc3nc21	-0.1%
18	COc1ccc(-c2noc(-c3ccc(N4CCC(C)CC4)c([N+](=O)[O-])c3)n2)cc1OC	1.4%
19	Cc1ccc(N2CC(NC(=O)CCc3ccccc3)CC2=O)cc1C (centres undefined)	1.1%
20	COc1ccccc1CNC(=O)c1ccc(N2Cc3cccc(OC)c3Oc3ncccc32)s1	-2.0%
21	Cc1ccc(-c2nn(CCC(=O)Nc3ccc(Cl)c(Cl)c3)c(=O)c3ccccc23)cc1	1.1%
22	CCOC(=O)Cn1c(=O)oc2cc(S(=O)(=O)N3CCN(c4ccc(C(C)=O)cc4)CC3)ccc21	?
23	O=C(Cn1c(=O)c2cccn2c2cccnc21)NCc1ccccc1F	13%
24	O=C(NC1CC(=O)N(c2ccccc2)C1)c1ccc(S(=O)(=O)N2CCCCC2)cc1 (centres undefined)	1.2%
25	CC(C)c1ccc(NC(=O)Cn2c(=O)n(CCc3ccccc3)c(=O)c3ccccc32)cc1	-0.9%

# From compound 1 up to 17, as listed above:
no.	structure	Epigenetic reg
1	COc1cccc(-c2cc(C(=O)Nc3ccc(C)cc3)[nH]n2)c1	-1.6%
2	Cc1noc2ncnc(N3CCCC(C(=O)NCCC(C)C)C3)c12 (centres undefined)	0.0%
3	CCOC(=O)c1cccc(NC(=O)CCCn2c(C)c3cnn(-c4ccccc4)c(=O)c3c2C)c1	-1.6%
4	COc1ccccc1NC(=O)N1CC(=O)Nc2sc3c(c2C1c1ccccc1)CCCC3 (centres undefined)	-2.4%
5	O=c1cc(-c2ccccc2)c2ccc3c(c2o1)CN(Cc1ccccc1)CO3	0.0%
6	CCOC(=O)c1ccccc1NC(=O)N(Cc1ccc(C)cc1)Cc1cccn1-c1nnc(N2CCCC2=O)s1	0.0%
7	COc1cc(NC(=O)C2CCN(c3cnccn3)CC2)cc(OC)c1	-1.0%
8	Cc1ccc(C)c(Nc2cc(C(=O)NC3CCCCC3)c3ccccc3n2)c1	1.6%
9	Cc1ccc(S(=O)(=O)c2nc(-c3ccccc3F)oc2NCc2ccccc2)cc1	-1.6%
10	O=C(NCCSc1c(-c2ccc(Cl)cc2)[nH]c2ccccc12)c1ccc(S(=O)(=O)N2CCOCC2)cc1	18%
11	O=C(OCc1cc(=O)n2c3c(sc2n1)CCCC3)c1cccc(NC(=O)c2ccccc2F)c1	0.4%
12	CCOc1cc(Cn2c(-c3ccc(O)c(OCC)c3)nc3ccccc32)ccc1O	7.8%
13	COc1ccc(-c2c(C)nn3c4c(cnc23)C(=O)CC(c2ccc(C)cc2)C4)cc1 (centres undefined)	-1.1%
14	Cc1ccc(C)c(N2CCN(c3c(CN4CCCC4)c(=O)oc4ccccc34)CC2)c1	0.1%
15	COc1ccc(N2CCN(C(=O)CCc3c(C)nc4cc(-c5ccc(OC)cc5OC)nn4c3C)CC2)cc1	0.0%
16	C=CCc1ccccc1OCc1nc2ccccc2n1CC	0.0%
17	CCOCCCn1c(=N)c(C(=O)NC2CCCCC2)cc2c(=O)n3ccccc3nc21	-0.1%

# (next part)
no.	structure	Epigenetic reg
26	CCOc1ccc(NC(=O)C2CCCN(S(=O)(=O)c3c(C)noc3/C=C/N(C)C)C2)cc1 (centres undefined)	0.0%
27	CCN(CC)c1ccc(NC(=O)Cn2c3ncccc3c(=O)n2-c2ccccc2)c(C)c1	-3.1%
28	CC(=O)N1CCCc2cc(S(=O)(=O)N3CCCC(C(=O)NCc4ccc(Cl)cc4)C3)ccc21 (centres undefined)	1.2%
29	COc1ccc(-n2nc(C(=O)NCCc3ccc(Cl)cc3)c3c4ccccc4n(C)c3c2=O)cc1Cl	3.7%
30	Cc1ccccc1NC(=O)Cn1nc(-c2ccc(F)cc2)c2cnc3ccccc3c21	0.0%
31	CC(Nc1ccc(-c2nc(-c3ccncc3)no2)cc1[N+](=O)[O-])c1ccccc1 (centres undefined)	-4.2%
32	COc1ccccc1CNC(=O)C(C)n1ccc2cc(S(=O)(=O)N3CCCC3)ccc21 (centres undefined)	1.8%
33	COc1ccc(N2CCN(C(=O)CCn3c(=O)[nH]c4cc(OC)c(OC)cc4c3=O)CC2)cc1	-0.6%
34	Cc1ccc(SCCNC(=O)CN(c2ccccc2)S(=O)(=O)N(C)C)cc1	-1.0%
35	CCOC(=O)Cn1c(=O)n(-c2ccccc2OC)c2nc(-c3ccccc3)nc(C(N)=O)c21	-1.7%
36	Cc1ccc(NC(=O)Cn2c(=O)ccc3cc(S(=O)(=O)N4CCCC4)ccc32)cc1C	15%
37	CCCCN(CC)CCNC(=O)c1cn(C)c(=O)c2c1c1ccccc1n2C	-0.1%
38	CCc1nnc(NC(=O)c2cc(=O)c3cc(C)ccc3o2)s1	2.9%
39	CCc1cccc(C)c1NC(=O)CCS(=O)(=O)c1cc(Br)cc2c1N(C(=O)C1CC1)CC2	7.5%
40	CCc1ccc(-c2nn(CC(=O)NC3CCCCC3)c3c2cnc2ccc(F)cc23)cc1	0.8%
41	CCOc1ccc(CCNC(=O)C2CCCN(S(=O)(=O)N(C)c3ccc(F)cc3)C2)cc1 (centres undefined)	7.7%
42	COc1cc(OC)c(NC(=O)Cn2c(=O)cc(C(F)(F)F)c3c(C)nn(C)c32)cc1Cl	2.3%
43	COc1cc2c(cc1OC)C(COc1ccc3c(C)cc(=O)oc3c1)N(C(=O)Cc1ccccc1)CC2 (centres undefined)	2.2%
44	CCn1cc(C(=O)NCCc2ccc(OC)c(OC)c2)c(=O)c2cc(S(=O)(=O)N(C)C3CCCCC3)ccc21	0.3%
45	COc1cc2oc(=O)c(CC(=O)NCc3ccc(OC)c(OC)c3)c(C)c2cc1Cl	-0.8%
46	CCc1nn(CC(=O)Nc2cc(C)cc(C)c2)c(=O)c2cc3sccc3n12	2.7%
47	Cc1ccc2nc(CSc3nnc(NC(=O)COc4ccccc4)s3)cc(=O)n2c1	3.3%
48	COC(=O)c1ccccc1NC(=O)c1ccc2c(c1)CCN2S(C)(=O)=O	5.0%
49	CCNc1nc2c(c(=O)[nH]c(=O)n2C)n1CC(O)COc1ccc(Cl)cc1Cl (centres undefined)	0.8%
50	CCc1ccc(NC(=O)C2CCCN2S(=O)(=O)c2ccc3nc(-c4ccccc4)[nH]c3c2)cc1 (centres undefined)	11%

51. Cc1ccc(NC(=O)CSc2nc3c(c(=O)[nH]2)CCC3)cc1Cl
  Epigenetic reg: -1.8%
52. CC(C)CC(=O)Nc1ccc(S(=O)(=O)Nc2cc3c(cc2N2CCOCC2)n(C)c(=O)c(=O)n3C)cc1
  Epigenetic reg: 0.8%
53. COCCCn1c(=O)c2sccc2n2c(CCCC(=O)Nc3cccc(C(F)(F)F)c3)nnc12
  Epigenetic reg: 3.2%
54. Cc1ccc(NC(=O)Cn2nnc(C(=O)NCc3cccs3)c2N)cc1Cl
  Epigenetic reg: 0.8%
55. Cc1onc(-c2c(F)cccc2Cl)c1C(=O)Nc1ccc(OC(C)C)cc1
  Epigenetic reg: -1.0%
56. Cc1cccc(S(=O)(=O)c2cn(Cc3ccccc3)c3cc(N4CCCCC4)c(F)cc3c2=O)c1
  Epigenetic reg: -0.4%
57. Cc1oc(-c2ccccc2F)nc1Cn1c(SCc2cccc(Cl)c2)nc2ccncc21
  Epigenetic reg: 6.9%
58. COC(=O)c1ccc(NC(=O)CC2Nc3cc(C)c(C)cc3NC2=O)cc1 (centres undefined)
  Epigenetic reg: ?
59. CNC(=O)CN1C(=O)COc2ccc(S(=O)(=O)N3CCC(C)CC3)cc21
  Epigenetic reg: -0.9%
60. CCc1nn(CCCC(=O)NCc2ccc(OC)c(OC)c2)c(=O)c2cc3occc3n12
  Epigenetic reg: 0.0%
61. COc1ccc(-n2ncc(C(=O)N3CCN(Cc4ccccc4)CC3)c2C2CCN(C(=O)OC(C)(C)C)CC2)cc1
  Epigenetic reg: -0.2%
62. CCCCc1nn2c(=O)cc(COC(=O)C(C)Oc3ccccc3)nc2s1 (centres undefined)
  Epigenetic reg: 2.9%
63. O=C(CCc1nc(CN2CCN(S(=O)(=O)c3ccc(F)cc3)CC2)no1)N1CCCCC1
  Epigenetic reg: 4.8%
64. COc1ccc(-c2csc3ncnc(Nc4cccc(OC)c4)c23)cc1
  Epigenetic reg: -3.3%
65. Cc1ccc(C)c(NS(=O)(=O)c2cc3c4c(c2)C(C)C(=O)N4CCC3)c1 (centres undefined)
  Epigenetic reg: 1.6%
66. Cc1ccc(-n2ncc(C(=O)NCCCN3CCN(C)CC3)c2C2CCN(C(=O)OC(C)(C)C)CC2)c(C)c1
  Epigenetic reg: -1.3%
67. CC(Nc1ccc(-c2nc(-c3ccco3)no2)cc1[N+](=O)[O-])c1ccccc1 (centres undefined)
  Epigenetic reg: 1.3%
68. Cc1ccc(NC(=O)Cn2c(SCc3cccc(F)c3)nc3ccncc32)c(C)c1
  Epigenetic reg: -3.9%
69. CCOC(=O)c1c(-c2ccc(C)cc2)csc1NC(=O)c1cc(-c2ccc(C)c(F)c2)on1
  Epigenetic reg: -4.4%
70. CCN1CCC(N(Cc2ccc3c(c2)OCO3)C(=O)Nc2ccc(Br)c(C)c2)CC1
  Epigenetic reg: -1.2%
71. CCOc1ccc(-c2cc(C(=O)NCCc3ccc(OC)c(OC)c3)[nH]n2)cc1
  Epigenetic reg: 4.2%
72. Cn1cc(S(=O)(=O)N2CCCCCC2)cc1C(=O)N1CCN(c2ccccc2F)CC1
  Epigenetic reg: 3.4%

# An excerpt, so the mix of outcomes need not match the whole.
